influenza NS1A – NS1A inhibition, H1N1 influenza, cell based functional assay (AID 504329) | NS1A functional cell-based assay, percent inhibition; higher % means a stronger effect | inhibition, % at 12.5 µM, or IC50 in µM where a hit was titrated | hit rate 0.3% among 340,000; in the data active = a potency from the dose series; inconclusive = inhibition above about 27% without an active follow-up result; also: strong numbers were not always called active
Salmonella PhoP GFP – PhoP regulon inhibitors, Salmonella typhi PhoP promoter GFP reporter, confirmatory (AID 1850); Salmonella Typhi PhoP-promoter GFP reporter, fluorescence, 4 h; higher % means a stronger effect; inhibition, % at 50 µM, or IC50 in µM where a hit was titrated; hit rate 0.33% among 310,000; in the data active = a potency from the dose series; inconclusive = inhibition mostly from about 25% at the one dose, without a potency; inactive = the rest, 99 in 100 with inhibition below about 19%;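 also: 0% = induced wells with vehicle and 100% = uninduced wells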
H37Rv inhibition – M. tuberculosis growth inhibition, HTS (AID 449762); hit rate 0.59% among 330,000; one-dose inhibition, % at 25 µM; IC50 in µM for titrated hits; M. tuberculosis H37Rv growth inhibition, 7H9 media; higher % means a stronger effect; in the data active = a potency from the dose series; inconclusive = inhibition above about 70% without an active follow-up result;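 also: bacterial growth assessed after seven days of incubation; strong numbers were not always called active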
VEEV TC-83 Vero – inhibitors of VEEV TC-83 cytopathic effect, confirmation, Vero cells (AID 588727). Vero cells, VEEV TC-83 cytopathic effect inhibition; higher % means a stronger effect. inhibition, % at 20 µM, or IC50 in µM where a hit was titrated. hit rate 0.13% among 350,000; in the data active = a potency from the dose series; inconclusive = inhibition mostly from about 14% at the one dose, without a potency; inactive = the rest, 99 in 100 with inhibition below about 12%; also: strong numbers were not always called active
tuberculosis growth – growth inhibition of non-replicating M. tuberculosis (AID 488890) | Mycobacterium tuberculosis non-replicating, growth inhibition; higher % means a stronger effect | hit rate 0.39% among 320,000 | inhibition, % at 25 µM, or IC50 in µM where a hit was titrated; in the data active = a potency from the dose series; inconclusive = inhibition mostly from about 82% at the one dose, without a potency; inactive = the rest, 99 in 100 with inhibition below about 76%;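 also: plate controls were DMSO cells for no effect and high antibiotic wells for full effect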
VEEV TC-83 Vero 10K pilot screen – recorded beside VEEV TC-83 Vero, whose call it bears; inhibition, %; measured here: 10K pilot screen inhibition
Active calls of the source: *; i = inactive; ? = inconclusive; nt = no result given.

The first two records, to show the layout:
SMILES	influenza NS1A	Salmonella PhoP GFP	H37Rv inhibition	VEEV TC-83 Vero	tuberculosis growth	others
CC(=O)c1cc2c(=O)c3ccccc3oc2nc1C	3%	1%	-2%	1.1%	1%
CCc1ccc(C2C(C#N)=C(N)C(C#N)(C#N)C3=CCC(C(C)(C)C)CC32)cc1 (stereo not drawn)	4%	-5%	68%	4.7%	38%

The whole of this part (from the top)
SMILES	influenza NS1A	Salmonella PhoP GFP	H37Rv inhibition	VEEV TC-83 Vero	tuberculosis growth	others
CC(=O)c1cc2c(=O)c3ccccc3oc2nc1C	3%	1%	-2%	1.1%	1%
CCc1ccc(C2C(C#N)=C(N)C(C#N)(C#N)C3=CCC(C(C)(C)C)CC32)cc1 (stereo not drawn)	4%	-5%	68%	4.7%	38%
O=C(Cc1cccs1)NCCS(=O)(=O)N1CCN(c2cccc(Cl)c2)CC1	7%	3%	7%	2.5%	19%
COc1ccc(CN2C(=O)c3cccnc3C2Nc2ccc(C)cc2)cc1 (stereo not drawn)	7%	-10%	-2%	5.0%	nt
Cc1ccc(C(=O)NNC(=O)c2ccc(SCC3CCCO3)c([N+](=O)[O-])c2)cc1 (stereo not drawn)	2%	-1%	1%	3.4%	4%
CCN1C(=NCCOC)N[C@@H](c2cccc(F)c2)C(C(=O)OC)=C1C	14%	4%	-10%	1.2%	18%
CN(C)S(=O)(=O)c1ccc(S(=O)(=O)N2CCCC2)cc1	1%	3%	-4%	4.8%	-12%
CS(=O)(=O)N(CC(=O)Nc1ccccc1Cl)c1ccc(Cl)cc1	-13%	13%	3%	1.0%	17%
CCn1c(COc2ccc(=O)n(-c3ccccc3)n2)nnc1SCC(=O)OC	3%	17%	-1%	1.8%	-3%
CC(C(=O)Nc1nccs1)c1ccc([N+](=O)[O-])cc1 (stereo not drawn)	-2%	-15%	14%	i	11%
CCN(CC)CCn1c(N)cc(=O)[nH]c1=O	1%	-8%	-13%	1.1%	-23%
Cc1ccc(N2CC(C(=O)NC3CC3)CC2=O)cc1 (stereo not drawn)	-8%	-8%	4%	0.4%	12%
Cc1cc(C(=O)N2CCN(c3ncccn3)CC2)nn1C	-1%	10%	-10%	1.0%	-2%
O=C(COC(=O)c1cccnc1Cl)NC(=O)c1ccc(OC(F)F)cc1	-8%	nt	-4%	1.2%	-7%
COc1ccc(C(=O)Nc2ccc(C(=O)OCC(=O)c3ccccc3)cc2)cc1	-24%	11%	18%	2.2%	40%
CSc1nnc(-c2ccco2)n1-c1ccccc1	3%	-1%	-7%	0.1%	-2%
O=S(=O)(Nc1nc2ccccc2nc1Cl)c1ccc2ccccc2c1	-7%	-2%	-2%	0.1%	nt	VEEV TC-83 Vero 10K pilot screen=2.2
CN(C)Cc1nc2ccccc2c(=O)n1Cc1nc(-c2cccc([N+](=O)[O-])c2)cs1	6%	-9%	12%	3.2%	39%
Cc1ccc(C(=O)N/C(=C\c2ccco2)C(=O)N2CCOCC2)cc1C	-5%	8%	0%	4.0%	11%
Cn1nc(C(=O)NNC(=O)CCc2ccccc2Cl)c2ccccc2c1=O	-3%	0%	-2%	8.7%	-20%
CCCNS(=O)(=O)c1ccc2c(c1)CCCN2C(C)=O	8%	-4%	-8%	0.9%	-6%
CCCC(CCC(=O)Nc1cc([N+](=O)[O-])ccc1O)C(=O)O (stereo not drawn)	-19%	5%	-5%	0.4%	-3%
Cc1ccc(CSCC(=O)N/N=C/c2ccc(OCC(=O)Nc3ccc(C)cc3)cc2)cc1	-4%	-3%	-2%	0.4%	-1%
O=C(/C=C/c1ccco1)Nc1ccccc1N1CCCC1	9%	2%	?	0.1%	?	VEEV TC-83 Vero 10K pilot screen=1.0
COC(=O)[C@@H]1C[C@@]2(O)[C@H](O)[C@H](O)[C@H](O)C[C@H]2N1C/C=C/c1ccccc1	-6%	1%	-8%	1.5%	-2%
CC(C)C(NS(=O)(=O)c1cccc2nsnc12)C(=O)NCCC1=CCCCC1 (stereo not drawn)	27%	5%	-2%	1.8%	nt
CCOc1cc2c(cc1OC)C(c1cccc([N+](=O)[O-])c1)NCC2 (stereo not drawn)	-11%	-22%	8%	1.0%	33%
Cc1ccc(-c2nc(N)c3c(-c4ccc(C)cc4)nn(C(C)(C)C)c3n2)cc1	0%	-14%	0%	3.2%	-11%
COc1cc(Cl)c(C)cc1NC(=O)CSc1nnc(CN2CCCC2)o1	-5%	nt	1%	7.1%	26%
COc1ccc(Nc2ncnc3ccccc23)cc1	-15%	-1%	0%	4.0%	34%
CC(=O)N1CCN(S(=O)(=O)c2cccc(C(=O)OCc3ccc(C(C)(C)C)cc3)c2)CC1	3%	nt	nt	5.1%	nt
CCOC(=O)c1c(C)[nH]c(N=Nc2ccccc2C)c1C	7%	8%	49%	1.7%	52%
COc1ccccc1CNC(=O)COC(=O)c1cccc(S(=O)(=O)N2CCCC2)c1	-16%	-11%	-4%	2.4%	-5%
O=C(c1ccco1)N(Cc1ccc(Cl)cc1)C1CCS(=O)(=O)C1 (stereo not drawn)	12%	-14%	5%	1.1%	5%
O=C(Cn1cncn1)c1ccc(F)cc1F	-8%	2%	2%	0.5%	-18%
CCCCOC(=O)c1ccc(NC(=O)c2cnccn2)cc1	-7%	-6%	?	6.8%	74%
CCc1nc2c(cnn2-c2ccc(Cl)cc2)c(=O)n1-c1ccc2c(c1)OCCO2	-1%	8%	-7%	0.7%	10%
CCOc1ccc(C(=O)Oc2cc(C)[nH]c(=O)c2[N+](=O)[O-])cc1	6%	10%	-4%	0.5%	2%
O=C(COC(=O)c1ccccc1SCC(=O)NC1CCCCC1)NC1CCCCC1	2%	4%	-10%	2.3%	-3%	VEEV TC-83 Vero 10K pilot screen=0.5
CC1(C)Cc2c(sc(NC(=O)c3ccco3)c2C#N)CO1	-4%	0%	-1%	1.2%	6%

Looked up by structure from the entries so far, five records:
SMILES	influenza NS1A	Salmonella PhoP GFP	H37Rv inhibition	VEEV TC-83 Vero	tuberculosis growth	others
CCCCOC(=O)c1ccc(NC(=O)c2cnccn2)cc1	-7%	-6%	?	6.8%	74%
CCOc1ccc(C(=O)Oc2cc(C)[nH]c(=O)c2[N+](=O)[O-])cc1	6%	10%	-4%	0.5%	2%
COc1ccccc1CNC(=O)COC(=O)c1cccc(S(=O)(=O)N2CCCC2)c1	-16%	-11%	-4%	2.4%	-5%
CCc1nc2c(cnn2-c2ccc(Cl)cc2)c(=O)n1-c1ccc2c(c1)OCCO2	-1%	8%	-7%	0.7%	10%
CCOC(=O)c1c(C)[nH]c(N=Nc2ccccc2C)c1C	7%	8%	49%	1.7%	52%

The list continues.
SMILES	influenza NS1A	Salmonella PhoP GFP	H37Rv inhibition	VEEV TC-83 Vero	tuberculosis growth	others
Cc1cccc(-n2cnc(C(=O)N/N=C\c3ccc(Br)cc3)c2)n1	1%	1%	2%	7.3%	-6%
Cc1ccc(C(C)C)c(OCC(O)CN2CC(C)OC(C)C2)c1 (stereo not drawn)	3%	4%	1%	i	0%
CCOC(=O)c1ccc(NC(=O)N2CCN(c3cccc(OC)c3)CC2)cc1	-7%	-11%	7%	0.1%	50%
O=C(CN1CCN(c2ccccc2F)CC1)NCc1ccccc1	0%	5%	2%	0.4%	-6%
COc1cc2c(cc1OC)CN(C(=O)c1ccccc1C(=O)O)CC2	-1%	5%	11%	5.2%	7%
CCOC(=O)c1sc(=NC(=O)CCS(=O)(=O)c2ccccc2)n(C)c1C	-1%	2%	-2%	0.1%	6%
OC(CN1C2=NCCCN2c2ccccc21)c1ccc(Br)cc1 (stereo not drawn)	-45%	11%	9%	0.8%	6%
O=C(Nc1ccc(N2CCN(C(=O)c3ccco3)CC2)c(Cl)c1)c1cccnc1	-4%	-4%	-11%	8.1%	29%
CCOc1ccc(C(C)NC(=O)c2ccccc2OCc2c(C)noc2C)cc1OCC (stereo not drawn)	-14%	-6%	-9%	7.9%	-1%
CC1(C)C(c2ccccc2)=NC(c2ccc(F)cc2)N1O (stereo not drawn)	-5%	1%	0%	3.7%	0%
COc1cc(Nc2nnc(C)s2)c(Cl)cc1Cl	9%	0%	1%	1.0%	0%
Cc1nc2ccc(NS(=O)(=O)c3ccccc3Cl)cc2s1	-7%	nt	-5%	3.1%	17%
CCOC(=O)C1=CC[C@]2(C)c3c(c4ccccc4n3C)C(=O)C1N2C	-18%	nt	-9%	0.7%	-2%
O=C(/C=C/c1ccc(S(=O)(=O)N2CCOCC2)cc1)NCCc1ccc(C(F)(F)F)cc1	-15%	nt	-5%	2.1%	4%
O=C(O)c1nc2ccccc2nc1C(=O)O	-3%	2%	-2%	2.5%	0%
C/C(=N\Nc1cc(C)nc(NCc2ccccc2)n1)c1ccc([N+](=O)[O-])cc1	3%	-7%	11%	2.1%	-10%
CC1(C)CC(=O)C(C2NCCc3ccccc32)=C(O)C1 (stereo not drawn)	2%	-5%	-2%	1.6%	i
CC(=O)Nc1ccc(S(=O)(=O)Nc2cccc3[nH]ncc23)cc1	2%	-2%	-1%	0.1%	6%	VEEV TC-83 Vero 10K pilot screen=0.3
CCOC(=O)[C@H]1[C@H]2COc3ccc(OC)cc3[C@@H]2N2C(=O)c3cc(C)ccc3NC(=O)[C@@]12C	-6%	-5%	6%	6.7%	17%
O=C(Nc1cccc(Br)c1)c1ccn[nH]1	-6%	7%	-12%	i	-10%
Cc1nc2c(=O)[nH]c(=S)n(C)c2nc1C	8%	-13%	3%	1.3%	34%
O=C(NCCCN1CCOCC1)c1ccc(S(=O)(=O)Nc2cccc(C(F)(F)F)c2)cc1	-6%	8%	3%	0.6%	16%
COc1cccc(C(c2nnnn2CS(=O)(=O)c2ccc(C)cc2)N2CCN(C)CC2)c1OC (stereo not drawn)	3%	9%	6%	4.3%	-1%
Clc1cccc(-c2nnc(-c3ccccc3)o2)c1	-22%	1%	11%	3.6%	?
Cc1nn(C(=O)Cn2ccc([N+](=O)[O-])n2)c(C)c1Cl	1%	7%	4%	1.7%	-23%
CCOC(=O)Cc1csc(NC(=O)CSc2nc(N)c3c(C)c(C)sc3n2)n1	15%	-1%	-8%	i	16%
CCOC(=O)c1c(CN2CCOCC2)n(-c2ccccc2)c2cc(Br)c(OC)cc12	3%	4%	8%	5.0%	9%
CC(C)(C)OC(=O)N1CCCN(C(=O)Nc2ccc(C(F)(F)F)cc2)CC1	nt	3%	2%	1.0%	6%
CC1(c2ccc3c(c2)OCO3)NC(=O)N(CC(=O)Nc2ccccc2)C1=O (stereo not drawn)	4%	nt	nt	1.4%	nt
CCN(C(=O)CSc1nc2cc(C(=O)O)ccc2c(=O)n1Cc1ccccc1)c1ccccc1	0%	3%	0%	1.8%	-13%
COc1cc(OC)c(OC)cc1/C=C/C(=O)c1ccc(NS(=O)(=O)c2ccc(C)cc2)cc1	5%	-7%	4%	6.4%	5%
Cn1c(=N)n(CC(=O)c2ccc(Cl)c(Cl)c2)c2ccccc21	-16%	21%	8%	?	47%
FC(F)c1nc2ccccc2[nH]1	-6%	-1%	-7%	0.9%	-11%
O=C(CCn1c(=O)[nH]c2ccccc2c1=O)NCCCN1CCN(c2cccc(Cl)c2)CC1	4%	12%	10%	1.2%	22%
Cc1cc(C(=O)C(=O)O)c(C)n1-c1ccc(Cl)cc1	3%	-6%	1%	0.2%	-1%
COc1ccc(/C=C/C(=O)NCCCNC(=O)/C=C/c2ccc(OC)c(OC)c2)cc1OC	-20%	12%	2%	3.1%	23%
COc1ccc(/C=C/C(=O)OCC(=O)N2CC(=O)Nc3ccccc32)cc1S(=O)(=O)N1CCOCC1	6%	2%	-2%	2.5%	14%
C(=NOCCc1ccccc1)c1ccncc1	-4%	nt	nt	i	nt
CN(CC(=O)Nc1ccc(Cl)c(C(F)(F)F)c1)C(=O)c1cccs1	-6%	2%	12%	7.0%	23%
CN(C)c1ccc(/C=N/N(CCO)C2=NS(=O)(=O)c3ccccc32)cc1	-6%	-15%	7%	1.0%	4%
CC(C)c1nc2ccccc2n1CCC(=O)O	-3%	-2%	-10%	1.2%	-12%
O=C(c1ccc(Cl)cc1)C1CCCN(C(=O)/C=C/c2ccccn2)C1 (stereo not drawn)	-1%	-6%	3%	1.0%	7%
CSc1nc2ccc(NC(=O)c3cccs3)cc2s1	-1%	nt	62%	7.2%	?
CSc1ccccc1OCc1cc(C(=O)N2C[C@H]3CC[C@H]2C3)no1	-6%	4%	-1%	8.4%	39%
Cc1nc(-c2cccc(S(=O)(=O)N3CCCCCC3)c2)cs1	-2%	-1%	3%	2.3%	2%
Cc1ccc(NC2(C#N)CCCC2)cc1	0%	nt	nt	0.1%	nt
O=C(N/N=C/c1cccc(Oc2ccccc2)c1)c1ccc(O)cc1O	-1%	-5%	5%	3.3%	?

Source: PubChem
